# High-throughput results: PubChem BioAssay, National Center for Advancing Translational Sciences (NCATS)
# TSHR antagonist: Antagonists of the Thyroid Stimulating Hormone Receptor: HTS campaign; Thyrotropin receptor (Homo sapiens), P16473; TSHR-expressing cells, TSH-stimulated cAMP HTRF, 2 h; stronger effect = lower value; activity change, negative = inhibition, % at 11.5 µM; 0.2% of 330,000 active; AID 504810, 2011;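 active = activity change below a set negative limit, meaning inhibition stronger than a set level, cut at about -70% in these data; inconclusive = activity change between two set negative limits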; note: % is set by controls: 0 for no effect and ±100 for the full control effect
#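 TSHR-expressing cells were treated with compounds, then stimulated with TSH at EC80 (4nM final) for 2 hours at 37 deg C. Cellular cAMP was measured by HTRF competition between lysate cAMP and cAMP-d2 for a cryptate-labelled anti-cAMP antibody.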
# A-T KAP1 phos: qHTS Assay for Identifying a Potential Treatment of Ataxia-Telangiectasia; 0.19% of 320,000 active; Potency, µM (highest dose often 57.5 µM), for the others: top-dose activation, most hits filed as activators; […] A-T fibroblasts, KAP-1 phosphorylation AlphaLISA; neocarzinostatin DNA damage 30 min before lysis; note: potency is the fitted concentration of half-maximal effect; % of control where 0% means no effect; nearly all actives have a fitted effect of over 45% in size
#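 hTERT-immortalized A-T patient fibroblasts ([…]), 500 cells/well in OPTI-MEM, 1% FBS, got compounds for 60 min, then NCS for 30 min at 37C. Lysates were then assayed for phospho-KAP-1 by AlphaLISA (anti-pKAP1 donor, anti-KAP1 acceptor beads), 6 hr at 25C.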
# MBNL1 CUG block: qHTS Assay for Inhibitors of MBNL1-poly(CUG) RNA binding. Muscleblind-like protein 1 (Homo sapiens), Q9NR56. TR-FRET MBNL1-His/biotin-(CUG)12 binding, 665/545 ratio. Potency, µM (series often up to 57.5 µM), without a hit: at the top dose activity change, negative = inhibition, usual class: inhibitors. 0.036% of 280,000 active. AID 2675, 2010; active = well fitted inhibition curve with a large enough effect in the signal ratio, with a control signal flat, not every such curve was filed as active; inconclusive = small, poorly fitted or top-dose-only effect, or effect the other way, or a change in a side signal; inactive = no such curve, though single readings can be large or run the other way; the % refers to the signal ratio; note: potency is the fitted concentration of half-maximal effect; % is set by controls: 0 for no effect and ±100 for the full control effect
#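 Ratiometric TR-FRET (665 over 545 nm, excitation 340 nm) tracks disruption of MBNL1-His/biotin-(CUG)12 complex after 60 min at room temperature, with compounds at 92 nM to 58 uM final.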
# PTAP TSG101 blk: qHTS Assay for Iinhibitors of HIV-1 Budding by Blocking the Interaction of PTAP/TSG101. Tumor susceptibility gene 101 protein (Homo sapiens), Q99816. Fluorescence polarization, FITC-PTAP peptide / Tsg101 binding. Potency, µM (doses to about 115 µM), inactives show at the highest dose activity change, negative = inhibition, hits mostly inhibitors. 340,000 tested, under 10 active. AID 493005, 2010; active = well fitted inhibition curve with a large enough effect in the main read-out, with a control signal flat, not every such curve was filed as active; inconclusive = small, poorly fitted or top-dose-only effect, or effect the other way, or a change in a side signal; inactive = no such curve, though single readings can be large or run the other way; note: potency is the fitted concentration of half-maximal effect; % of control where 0% means no effect
# Target sequence (Q99816 whole entry, looked up): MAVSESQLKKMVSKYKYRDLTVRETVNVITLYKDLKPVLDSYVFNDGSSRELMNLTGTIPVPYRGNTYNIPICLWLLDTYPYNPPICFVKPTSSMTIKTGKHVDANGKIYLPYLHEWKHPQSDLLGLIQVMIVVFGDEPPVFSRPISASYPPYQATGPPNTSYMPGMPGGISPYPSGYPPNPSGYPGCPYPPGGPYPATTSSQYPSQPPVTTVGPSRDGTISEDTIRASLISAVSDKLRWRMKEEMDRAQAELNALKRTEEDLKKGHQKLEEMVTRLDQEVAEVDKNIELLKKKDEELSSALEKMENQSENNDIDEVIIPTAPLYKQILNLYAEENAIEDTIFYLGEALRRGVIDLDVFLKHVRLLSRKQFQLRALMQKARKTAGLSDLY
#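 FP read-out: FITC-PTAP peptide, 50 nM final, binding Tsg101 binding domain, 10 uM final; 20 min, r.t.; 10 mM HEPES pH 7.5, 0.15 M NaCl, 0.01% Tween 20, 3 mM EDTA, 0.1 mM TCEP.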
# a7 integrin act: qHTS for Activators of Integrin-Mediated Alleviation for Muscular Dystrophy | 0.064% of 350,000 active | alpha7betagal myoblasts, beta-gal FDG fluorescence, 48 h | Potency, µM (titrated, usually from 38.3 µM), for the others: at the highest dose activation, hits mostly activators;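 note: potency is the fitted concentration of half-maximal effect; 100% = response of the positive control SU9516; nearly all actives have a fitted effect of over 60% in size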
#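 Alpha7betagal+/- myoblasts (passage 13) were plated 16-24 hr, then exposed to compounds (1:260 dilution of DMSO stock) for 48 hours at 37C. After MPER lysis, β-galactosidase reporter activity was read as FDG fluorescence (ex 480/em 540) after 30 minutes.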
# MLL CXXC-DNA inh: qHTS Fluorescence Polarization Assay for Inhibitors of MLL CXXC domain - DNA interaction | MLL-CXXC / FITC-HOXA9 DNA fluorescence polarization | AID 2662, 2010 | Histone-lysine N-methyltransferase 2A (Homo sapiens), Q03164 | 0.037% of 290,000 active | Potency, µM (top dose mostly 115 µM), for the others: at the highest dose activity change, negative = inhibition, hits mostly inhibitors; active = well fitted inhibition curve with a large enough effect in the polarisation, with a control signal flat, not every such curve was filed as active; inconclusive = small, poorly fitted or top-dose-only effect, or effect the other way, or a change in a side signal; inactive = no such curve, though single readings can be large or run the other way; the % refers to the polarisation; note: potency is the fitted concentration of half-maximal effect
#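 Fluorescence polarization: 7 uM MLL-CXXC (stock) preincubated 5 min with compounds, then 50 nM fluorescein-HOX-A9 DNA (stock) added; 30 min ambient. Buffer 50 mM Tris-HCl pH 7.5, 50 mM NaCl, 1 mM DTT, 0.05% BSA.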
# Mito fusion yeast: qHTS Assay for Small Molecule Inhibitors of Mitochondrial Division or Activators of Mitochondrial Fusion | S. cerevisiae fusion-defective mutant growth rescue, CellTiterGlo 48 h | Potency, µM (series often up to 46.1 µM), without a hit: at the top dose growth rescue (activation), usual class: activators | 0.23% of 320,000 active | AID 485298, 2010;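 note: potency is the fitted concentration of half-maximal effect; % of control where 0% means no effect; nearly all actives have a fitted effect of over 45% in size; temperature-sensitive fusion mutants such as fzo1-1 at 37 °C on non-fermentable ethanol glycerol medium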
#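 Compounds are tested for their ability to restore growth of mitochondrial fusion-defective yeast strains at non-permissive 37C in YPEG medium over 48 hours. Viability is quantified by luciferase luminescence.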
# S-ASM inh: Inhibitors of Secretory Acid Sphingomyelinase (S-ASM): qHTS. 0.006% of 340,000 active. Potency, µM (top dose mostly 57.5 µM), inactives show at the top dose activity change, negative = inhibition, most hits filed as inhibitors. AID 504937, 2011. placental ASM, HMU-PC fluorogenic substrate, 60 min; note: potency is the fitted concentration of half-maximal effect
#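 HMU-PC0 cleavage (9 uM final) by human placental ASM, 60 min at 37 °C following 10 min compound exposure at RT; stopped at pH 10, fluorescence Ex 386/Em 447 nm.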
# TCR act: Activators of T cell receptors: qHTS campaign | 330,000 tested, under 10 active | primary human leukocytes, anti-CD3, IL-2 HTRF, 48 h | Potency, µM (doses to about 9.22 µM), for inactives: top-dose activation of IL-2 secretion, most hits filed as activators | AID 504894, 2011; note: % of control where 0% means no effect
#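 Compounds are tested in HTS on primary human leukocytes co-incubated with a-CD3 beads for 48 hr. IL-2 output is measured by time-resolved FRET.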
# Menin-MLL TR inh: qHTS Assay for Inhibitors Targeting the Menin-MLL Interaction in MLL Related Leukemias: Competition With Texas Red Labeled MLL-derived Mutant Peptide; O00255; Menin + Texas Red MLL mutant peptide, fluorescence polarization; Potency, µM (titrated, usually from 61.6 µM), without a hit: top-dose FP activity change, negative = inhibition, usual class: inhibitors; 0.23% of 270,000 active; AID 1768, 2009; active = well fitted inhibition curve with a large enough effect in the polarisation, with a control signal flat, not every such curve was filed as active; inconclusive = small, poorly fitted or top-dose-only effect, or effect the other way, or a change in a side signal; inactive = no such curve, though single readings can be large or run the other way; the % refers to the polarisation; note: potency is the fitted concentration of half-maximal effect; % of control where 0% means no effect; many of its hits are not listed in these tables
# Target sequence (O00255 whole entry, looked up): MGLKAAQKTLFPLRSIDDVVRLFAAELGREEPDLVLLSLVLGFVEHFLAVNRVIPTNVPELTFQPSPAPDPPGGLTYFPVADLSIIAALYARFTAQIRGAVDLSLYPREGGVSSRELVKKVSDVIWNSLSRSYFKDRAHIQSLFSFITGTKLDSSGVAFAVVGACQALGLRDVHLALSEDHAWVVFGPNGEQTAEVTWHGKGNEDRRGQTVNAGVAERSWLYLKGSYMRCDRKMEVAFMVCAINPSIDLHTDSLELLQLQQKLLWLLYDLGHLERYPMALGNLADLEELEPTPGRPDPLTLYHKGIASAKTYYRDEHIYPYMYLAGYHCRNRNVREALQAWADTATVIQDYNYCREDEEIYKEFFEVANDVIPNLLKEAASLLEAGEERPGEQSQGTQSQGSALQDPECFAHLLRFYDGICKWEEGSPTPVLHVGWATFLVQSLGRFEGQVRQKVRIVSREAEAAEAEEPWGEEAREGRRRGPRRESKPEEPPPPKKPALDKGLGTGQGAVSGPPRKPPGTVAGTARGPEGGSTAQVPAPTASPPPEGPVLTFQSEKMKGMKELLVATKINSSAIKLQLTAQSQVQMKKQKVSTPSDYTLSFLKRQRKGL
# * hit, by the source's call; ? = inconclusive; . = not tested or not shown; [ ] = dose if it differs, or a comment. Unless noted, calls come from the whole dose curve; as a rule, active = well fitted curve in the direction sought with a large enough effect; inconclusive = small, poorly fitted or top-dose-only effect, or another doubt; inactive = no such curve, though single readings can be large; an effect the other way counts as inactive or inconclusive. An excerpt. The share of hits here may be higher or lower than overall.
SMILES,TSHR antagonist,A-T KAP1 phos,MBNL1 CUG block,PTAP TSG101 blk,a7 integrin act,MLL CXXC-DNA inh,Mito fusion yeast,S-ASM inh,TCR act,Menin-MLL TR inh
Cc1cc(NC(=O)C2CCCCC2C(=O)O)ccc1NC(=O)c1ccccc1 (stereo not drawn),2,18%,-6%,1%,5%,-4%,1%,-2%,2%,.
CCOC(=O)C1=C(C)N=c2s/c(=C\c3ccncc3)c(=O)n2C1c1ccc2c(c1)OCO2 (stereo not drawn),-22,-9%,11%,-6%,-33%,20%,-2%,-7%,4%,11%
COc1cc(C(=O)Oc2ccc3c(c2)OCC3=O)cc(OC)c1OC,20,-1%,-10%,-11%,11%,15%,1%,3%,-9%,7%
COc1ccc(CCC(=O)Nc2ccc(C)c([N+](=O)[O-])c2)cc1,1,-7%,?,-1%,30%,?,22%,-6%,-12%[46.1 µM],-16%
O=C(Nc1ccc(F)cc1F)N1CCC(c2nc3ccccc3o2)CC1,-2,0%,-16%,-11%,-2%,-3%,0%,1%,-8%,?
COC(=O)c1sccc1-n1cccc1C(=O)C(=O)N1CC(C)OC(C)C1 (stereo not drawn),-2,0%,0%,-1%,-4%,0%,0%,-1%,-12%,-10%
COc1cc(CNCCCN2CCOCC2)ccc1OCC(=O)Nc1cccc(C(F)(F)F)c1,20,-5%,-8%,-4%,-58%[inhibitor],6%,-2%,0%,1%,?
CC(C)C(c1nnnn1C1CCCC1)N1CCc2ccccc21 (stereo not drawn),0,-5%,-2%,-3%,6%,1%,0%,1%,4%,-9%
Cc1cc(C)n(-c2ccc(Cl)c(C(=O)O)n2)n1,-6,0%,3%,-4%,34%,2%,-3%,0%,8%,30%[activator]
CN(CC(=O)Nc1ccc(N2CCOCC2)cc1)C(=O)c1cc(F)c(F)cc1Cl,2,3%,.,-7%,-46%[inhibitor],.,-2%,-1%,9%,.
COC(=O)c1c(NC(=O)c2c(OC)cccc2OC)sc2c1C(C(=O)OC)CC2 (stereo not drawn),-3,17%,12%,-4%,-34%,12%,7%,3%,-7%,-23%
CCCCn1c(=O)cc(C)n(-c2ccccc2)c1=O,.,.,.,-1%,-18%,.,.,-5%,0%,.
CC(=O)c1c(C)[nH]c(C(=O)OCC(=O)N(C)C)c1C,14,-4%,-3%,-6%,12%,-1%,8%,-2%,7%,-20%
O=[N+]([O-])c1cc(S(=O)(=O)N2CCCC2)ccc1O,-4,7%,0%,-2%,-2%,8%,-1%,1%,-7%[46.1 µM],-3%
CC(=O)O[C@H]1C(=O)[C@@]2(C)[C@H]([C@H](OC(=O)c3ccccc3)[C@]3(O)C[C@H](OC(=O)[C@H](O)C(NC(=O)c4ccccc4)c4ccccc4)C(C)=C1C3(C)C)[C@]1(OC(C)=O)CO[C@@H]1C[C@@H]2O (stereo partly drawn),-6,14%,-10%,-2%,.,0%,7%,-14%,-11%,-6%
O=C(CCC(=O)OCC(=O)c1ccc(Br)cc1)NC1CCCCC1,9,3%,-10%,-11%,-15%,3%,-2%,-1%,4%,-1%
Cc1ccc2nc(CSc3nnc(Nc4ccccc4F)s3)cc(=O)n2c1,-1,4%,30%[activator],-1%,-14%,11%,-2%,-1%,1%[46.1 µM],8%
CC1(C)CC(NS(=O)(=O)OCC(Cl)(Cl)Cl)c2cc(C#N)ccc2O1 (stereo not drawn),7,-1%,-6%,-3%,21%,3%,-2%,-9%,3%,1%
CCOC(=O)Cc1csc(NC(=O)CSc2ncnc3c2cnn3-c2ccc(OC)cc2)n1,-45,-14%,17%,0%,-51%[inhibitor],-13%,0%,14%,3%,14%
O=C(c1cc(S(=O)(=O)N2CCOCC2)c(Cl)cc1Cl)N1CCN(S(=O)(=O)c2cccc(F)c2)CC1,-1,16%,.,-4%,-24%,.,.,-3%,-3%,.
Cc1ccc(/C=C2/C(=O)N=C(N)N2C)s1,-9,-6%,.,-3%,-14%,16%,-2%,-3%,1%[46.1 µM],-14%
Cc1ccc(N2CC(C(=O)OCC(=O)C(C)(C)C)CC2=O)cc1C (stereo not drawn),-7,3%,-3%,-1%,24%[7.66 µM],6%,-1%,0%,-2%,1%
Cc1cccn2c(CN3CCNC(=O)CC3)c(C(=O)N(C)CCc3ccccc3)nc12,-7,2%,-6%,0%,-12%,-12%,0%,4%,.,0%
CC(C)OCCCN(C)C1CCN(S(=O)(=O)c2ccc(-c3cc(C(F)(F)F)no3)s2)CC1,-2,-2%,-4%,-7%,-31%,0%,-41%[inhibitor],-3%,4%,-10%
COc1cc(OC)c(C2=NOC(C(=O)N3CCN(C(=O)c4ccco4)CC3)C2)cc1Cl (stereo not drawn),2,-2%,10%,2%,-23%,0%,-9%,-2%,-4%,6%
Cc1ccc2nc(NC(=O)COC(=O)c3ccncc3)sc2c1,-1,1%,-5%,-2%,14%,-3%,4%,-2%,-1%,-15%
Cc1ccc(COn2c(-c3ccc(Cl)cc3Cl)nc3ncccc32)cc1,-7,2%,7%,-5%,-48%[inhibitor],0%,27%,-1%,9%,?
CC(=O)c1cnc2sccn2c1=O,9,-2%,3%,-2%,1%,9%,3%,20%,5%,-15%
COc1cccc(N2CCN(c3ccc4nnc(CCC(=O)Nc5ccccc5OC)n4n3)CC2)c1,8,0%,-1%,-3%,1%,1%,0%,-4%,5%,.
CC(=O)c1ccc(NS(=O)(=O)c2cc3c(cc2C)N(C)CCO3)cc1,8,6%,-2%,-1%,6%,20%,15%,0%,4%,34%[activator]

# Pulled one by one from the list above (four):
SMILES,TSHR antagonist,A-T KAP1 phos,MBNL1 CUG block,PTAP TSG101 blk,a7 integrin act,MLL CXXC-DNA inh,Mito fusion yeast,S-ASM inh,TCR act,Menin-MLL TR inh
Cc1ccc(N2CC(C(=O)OCC(=O)C(C)(C)C)CC2=O)cc1C (stereo not drawn),-7,3%,-3%,-1%,24%[7.66 µM],6%,-1%,0%,-2%,1%
COc1cccc(N2CCN(c3ccc4nnc(CCC(=O)Nc5ccccc5OC)n4n3)CC2)c1,8,0%,-1%,-3%,1%,1%,0%,-4%,5%,.
CC(=O)c1cnc2sccn2c1=O,9,-2%,3%,-2%,1%,9%,3%,20%,5%,-15%
Cc1ccc(COn2c(-c3ccc(Cl)cc3Cl)nc3ncccc32)cc1,-7,2%,7%,-5%,-48%[inhibitor],0%,27%,-1%,9%,?

# The list continues:
SMILES,TSHR antagonist,A-T KAP1 phos,MBNL1 CUG block,PTAP TSG101 blk,a7 integrin act,MLL CXXC-DNA inh,Mito fusion yeast,S-ASM inh,TCR act,Menin-MLL TR inh
O=C1c2ccccc2C(=O)c2[nH]c(=O)[nH]c21,7,4%,?,-8%,-73%[inhibitor],-13%,-45%[inhibitor],1%,3%,12%
CC1(C)CC(=O)C(C=Nc2ccc(C(=O)c3ccccc3)cc2N=CC2=C(O)CC(C)(C)CC2=O)=C(O)C1,-3,-5%,9%,-3%,18%,62%[activator],-1%,0%,6%,-8%
CCOC(=O)c1c(NC(=O)CSc2nnnn2C)sc(C)c1-c1ccc(C)cc1,-21,6%,-4%,-3%,11%[7.66 µM],1%,5%,-23%,.,0%
O=C(NC1CCCCCCC1)c1cccnc1,-5,0%,-6%,-5%,5%,-3%,3%,-3%,0%,10%
O=C(CCC(=O)Nc1ccccc1)NCCO,-1,2%,5%,-6%,1%,-4%,-4%,1%,0%[46.1 µM],7%
